Source: PubChem BioAssay
PI4K2A block = inhibitors of human PI4K2A | Q9BTU6 | purified PI4K2A, ADP-Glo luminescence, 1 h; stronger effect = lower value | activity change, negative = inhibition, % at 76.9 µM | actives 0.13% (n = 420,000) | AID 1346378; in the data active = activity change below about -50%; inconclusive = mostly about -30% to -49%;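 note: -100% = wells without enzyme as full effect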
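Compounds are screened against recombinant PI4K2A using PI as substrate and ATP, the latter dispensed at 300 microM. Reactions run one hour at ambient temperature before ADP-Glo detection; full inhibition defined by wells lacking enzyme.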
GLS inhibitor = glutaminase GLS (human) inhibition; O94925; GLS enzymatic activity, qHTS titration; Potency, µM (doses to about 45.5 µM), inactives show at the top dose activity change, negative = inhibition, actives largely listed as inhibitors; actives 0.21% (n = 410,000); AID 624170; note: potency is the fitted concentration of half-maximal effect; % is set by controls: 0 for no effect and ±100 for the full control effect
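Compounds were pin-transferred onto hKGA, after which L-glutamine (1 mM solution) and a detection mix of glutamate oxidase, HRP and Amplex Red were added. Initial and 30 min RT fluorescence reads were collected.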
JMJD2A Tudor = JMJD2A Tudor domain (human) inhibition; O75164; AlphaScreen JMJD2A-Tudor / H3K4me3 peptide binding; Potency, µM (series often up to 114 µM), for inactives: top-dose activity change, negative = inhibition, actives largely listed as inhibitors; actives 4.4% (n = 390,000); AID 504339; note: potency is the fitted concentration of half-maximal effect; % is set by controls: 0 for no effect and ±100 for the full control effect; nearly all actives have a fitted effect of over 50% in size
HP1b binding inh = inhibitors of HP1-beta chromodomain binding to methylated histone tails; AlphaScreen HP1-beta / biotin-H3K9me3 peptide binding; Potency, µM (top dose mostly 114 µM), without a hit: at the top dose activity change, negative = inhibition, most hits filed as inhibitors; actives 0.56% (n = 390,000); AID 540317; P83916; note: potency is the fitted concentration of half-maximal effect; nearly all actives have a fitted effect of over 70% in size; inactives centre near 23
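AlphaScreen: HP1-beta (50 nM) preformed 30 min with biotin-H3(1-18)K9me3 peptide (50 nM) in PBS pH 7.4, 0.01% Tween-20. Compound added for 30 min at RT, then streptavidin donor/nickel chelate acceptor beads (10 ug/mL) for 30 min.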
ERG-DNA inh = inhibitors of human ERG Ets domain-DNA interaction; P11308; fluorescence polarization, His-ERG Ets domain / labelled DNA; Potency, µM (highest dose often 76.9 µM), for inactives: at the highest dose FP activity, negative = inhibition, actives largely listed as inhibitors; actives 0.028% (n = 370,000); AID 624246; active = well fitted inhibition curve with a large enough effect in the polarisation, with a control signal flat; inconclusive = small, poorly fitted or top-dose-only effect, or effect the other way, or a change in a side signal; inactive = no such curve, though single readings can be large or run the other way; the % refers to the polarisation;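 note: polarization taken with two DNA probes labelled with fluorescein and Texas red; potency is the fitted concentration of half-maximal effect; % of control where 0% means no effect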
Target sequence (P11308 whole entry, looked up, the tested form may be a part): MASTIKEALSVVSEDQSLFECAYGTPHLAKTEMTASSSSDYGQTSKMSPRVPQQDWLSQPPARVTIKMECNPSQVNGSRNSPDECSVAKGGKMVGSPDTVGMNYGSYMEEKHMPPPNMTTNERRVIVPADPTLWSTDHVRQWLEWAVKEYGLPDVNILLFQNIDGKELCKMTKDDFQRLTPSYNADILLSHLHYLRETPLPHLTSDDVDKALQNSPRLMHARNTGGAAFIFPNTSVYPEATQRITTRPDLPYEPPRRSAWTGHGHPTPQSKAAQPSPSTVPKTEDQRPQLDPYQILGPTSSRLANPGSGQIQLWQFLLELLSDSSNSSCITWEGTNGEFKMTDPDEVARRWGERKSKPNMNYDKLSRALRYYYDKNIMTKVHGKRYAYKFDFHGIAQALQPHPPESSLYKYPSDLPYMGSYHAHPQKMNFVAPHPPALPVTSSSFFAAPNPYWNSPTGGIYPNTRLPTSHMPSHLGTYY
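His-tagged ERG Ets domain (1 uM in the protein solution; 300mM KCl, 50mM Tris-HCl, 1mM EDTA, 1mM DTT, pH 7.5) received compound, then a probe mix of 5 nM fluorescein-DNA and 100nM Texas-615-DNA. Fluorescence polarization was read for both dyes.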
12-LOX inh = ALOX12 (human) lipoxygenase inhibition; P18054; purified 12hLO, xylenol orange hydroperoxide absorbance; Potency, µM (series often up to 108 µM), for the others: at the top dose activity change, negative = inhibition, actives largely listed as inhibitors; actives 1.1% (n = 580,000); AID 1671190; note: potency is the fitted concentration of half-maximal effect; % is set by controls: 0 for no effect and ±100 for the full control effect
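Purified human 12hLO at 150 nM in 25 mM Hepes, 0.01% Triton X-100, pH 7.0, preincubated 15 min at room temperature with compound. Reaction started with 40 uM arachidonic acid, 30 min at room temperature. Hydroperoxide measured by Fe-xylenol orange, 573/405 nm absorbance ratio.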
RGS4 inhibitor = human RGS4 inhibition | P49798 | Transcreener GDP fluorescence polarization, RGS4-accelerated GTP hydrolysis | Potency, µM (doses to about 114 µM), inactives show at the highest dose activity change, negative = inhibition, actives largely listed as inhibitors | actives 0.039% (n = 390,000); note: potency is the fitted concentration of half-maximal effect; % is set by controls: 0 for no effect and ±100 for the full control effect; nearly all actives have a fitted effect of over 75% in size; some results filed as inactive show a strong effect at the top dose
Target sequence (P49798 whole entry, looked up): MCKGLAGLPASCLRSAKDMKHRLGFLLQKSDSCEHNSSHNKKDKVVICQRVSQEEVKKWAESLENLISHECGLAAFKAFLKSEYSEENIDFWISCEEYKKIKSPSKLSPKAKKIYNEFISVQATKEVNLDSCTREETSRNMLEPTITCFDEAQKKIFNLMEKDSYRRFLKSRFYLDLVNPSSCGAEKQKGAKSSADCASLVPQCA
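MLSMR compounds (23 nl, pin-transferred) preincubated 10 min at room temperature with a 500nM (2x) first reagent, then RGS4 at 900nM (2x) plus Transcreener GDP mix added; fluorescence polarization (620/688 nm) read before and after 90 min at 30 °C.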
BAZ2B inh = blocks human BAZ2B | Q9UIF8 | AlphaScreen BAZ2B-H3K14Ac peptide displacement | Potency, µM (titrated, usually from 114 µM), inactives show at the highest dose activity change, negative = inhibition, usual class: inhibitors | actives 4.4% (n = 360,000); note: potency is the fitted concentration of half-maximal effect; % is set by controls: 0 for no effect and ±100 for the full control effect; nearly all actives have a fitted effect of over 60% in size
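Compounds, titrated to a top concentration of 110 uM, were incubated 30 min at room temperature with preformed BAZ2B/acetyl-K14 H3 peptide complex (50 nM each). Proximity signal was measured by AlphaScreen after 20 min with beads.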
G9a inh = blocks human histone lysine methyltransferase G9a. Q96KQ7. G9a H3K9 monomethylation, AlphaScreen, 2 h. Potency, µM (top dose mostly 102 µM), inactives show at the highest dose activity, negative = inhibition, usual class: inhibitors. actives 8.8% (n = 350,000); note: potency is the fitted concentration of half-maximal effect; % is set by controls: 0 for no effect and ±100 for the full control effect; nearly all actives have a fitted effect of over 75% in size
Target sequence (Q96KQ7 913-1193 limits assumed): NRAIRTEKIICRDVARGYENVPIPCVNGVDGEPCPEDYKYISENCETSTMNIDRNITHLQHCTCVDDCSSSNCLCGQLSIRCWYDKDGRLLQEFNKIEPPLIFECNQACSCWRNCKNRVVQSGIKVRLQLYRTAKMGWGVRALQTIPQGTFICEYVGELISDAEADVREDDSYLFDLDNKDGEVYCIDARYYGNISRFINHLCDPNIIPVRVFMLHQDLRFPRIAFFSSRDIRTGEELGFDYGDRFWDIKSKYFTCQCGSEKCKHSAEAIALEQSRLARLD
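Compounds were preincubated with 20 nM G9a for 15 min, after which biotinylated H3K9 peptide (500 nM) and SAM (20 uM) started a 2 h room-temperature reaction. Monomethylated product was quantified by antibody-based AlphaScreen chemiluminescence.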
Starred values were filed as active, the others as inactive; ? = inconclusive; . = not tested or not shown; [ ] = another dose, or the depositor's remark. Unless noted, calls come from the whole dose curve; as a rule, active = well fitted curve in the direction sought with a large enough effect; inconclusive = small, poorly fitted or top-dose-only effect, or another doubt; inactive = no such curve, though single readings can be large; an effect the other way counts as inactive or inconclusive. Some of the compounds tested, so the mix of outcomes need not match the whole.

PI4K2A block,GLS inhibitor,JMJD2A Tudor,HP1b binding inh,ERG-DNA inh,12-LOX inh,RGS4 inhibitor,BAZ2B inh,G9a inh,Compound
-2.5,2.7%,-25.3%,10.5%,-5.0%,5.7%,-6.9%,-28.5%,?,COC(=O)CC(c1ccc(F)cc1)n1c(C)ccc1C (stereo unspecified)
-1.7,2.0%,?,12.8%,1.1%,?,-5.8%,-24.8%[57.1 µM],50.1µM*,O=C(CCCCCBr)N1CCC(CC2CC(c3cccc(Br)c3)=NO2)(C(=O)NCC2CCCCC2)CC1 (stereo unspecified)
-3.2,0.6%,-11.0%,23.9%,1.9%,-18.9%,18.4%,2.7%,2.0%,CCN(CC(=O)Nc1c(F)cccc1F)C(=O)c1ccc(COc2ccccc2)cc1
-3.3,4.6%,-5.2%,20.7%,.,11.1%,-2.1%,5.0%,-8.1%[59 µM],CS(=O)(=O)N1CCCC(C(=O)NCCN2CCC(Cc3ccccc3)CC2)C1 (stereo unspecified)
2.5,-1.3%,-5.8%,28.9%,1.1%,-33.7%,4.1%,-1.0%,0.2%[59 µM],O=C(C1CCC(CNS(=O)(=O)c2ccc(Br)s2)CC1)N1CCN(c2ccccc2Cl)CC1 (stereo unspecified)
-7.6,11.3%,-21.0%,25.7%,-5.9%,147.9%[activator],-22.8%,-32.7%,32.8%[0.501 µM],Cc1ccc(S(=O)(=O)Nc2cc(C(=O)N3CCOCC3)ccc2N2CCCCC2)cc1
0.3,46.1%[activator],-1.0%,36.3%,1.5%,-18.3%,-7.5%,-7.9%,-32.4%[59 µM],COc1ccc(N2CCN(C(=O)C3CCN(S(=O)(=O)Cc4ccccc4)CC3)CC2)cc1
1.0,-3.1%,-18.3%,41.1%[activator],5.1%,126.5%[activator],24.3%,-27.1%,?,CCOc1ccc(N(CC(=O)N2CCCCCC2)S(=O)(=O)c2ccc(F)cc2)cc1
-2.7,26.6%,-17.7%,16.2%,9.8%,?,15.6%,?,?,CCOC(=O)N1CCC2(CC1)C(C#N)=C(N)Oc1n[nH]c(CSc3ccc(C)cc3)c12
-3.2,3.1%,?,?,18.1%[15.4 µM],3.4%,-33.0%,.,.,COCC(C)n1c(C)cc(C(=O)COC(=O)c2cc(=O)[nH]c3ccccc23)c1C (stereo unspecified)
1.4,14.0%,-29.0%,-3.3%,-2.4%,-25.9%,3.4%,-28.1%,?,N#Cc1c(/N=C/c2ccco2)sc2c1CCC2
-4.8,2.0%,-17.6%,33.3%,-2.6%,-2.7%,-0.1%,.,.,O=C(NCCOc1ccccc1Cl)c1ccc2c(c1)S(=O)(=O)c1cc(Cl)ccc1C2=O
-4.0,4.7%,-11.0%,4.4%,10.2%,-13.1%,-12.5%,-17.9%,12.6%,O=C(NCCSCc1ccco1)c1ccc(=O)[nH]c1
-4.2,4.0%,-20.6%[57.1 µM],29.8%,-8.5%,-4.4%,0.5%,-5.8%,?,Cc1ccc(NC(=O)COC(=O)c2cc(Cl)ccc2[N+](=O)[O-])c(C)c1
-2.0,4.6%,-11.5%,5.0%,-0.6%,7.1%,-15.4%,-3.1%,-3.9%,Cc1ccc(S(=O)(=O)N(Cc2cccc(C)c2)C(=O)N2CCN(C)CC2)cc1
1.3,14.8%,-8.2%,24.1%,5.2%,4.9%,1.0%,12.5%,2.0%,Cc1c(NC(=O)c2cnn3c2NC(c2ccccc2)CC3C(F)(F)F)c(=O)n(-c2ccccc2)n1C (stereo unspecified)
3.5,1.7%,-26.3%,-16.0%,-6.0%,14.1%,-11.6%,?,26.6%[0.0925 µM],Cc1ncc2c(c1OC(=O)c1ccc([N+](=O)[O-])cc1)COC(C)(C)OC2
2.4,-3.3%,5.0%,62.8%[activator],-1.9%,?,-19.2%,0.0%,-13.7%[2.33 µM],COc1ccc(C(=O)Nc2ccc(S(=O)(=O)Nc3nccc(C)n3)cc2)cc1
-3.1,1.7%,4.0%,55.2%[activator],-0.7%,?,-2.8%,-1.4%,-23.3%[59 µM],COc1ccc(NC(=O)CSc2cn(CC(=O)N3CCOCC3)c3ccccc23)cc1OC
-1.9,1.1%,-31.2%,7.0%,9.3%,-1.2%,-4.9%,?,31.6µM*,C=CCn1c(C)cc(C(=O)CSc2nc(N)cc(N)n2)c1C

Further compounds.
PI4K2A block,GLS inhibitor,JMJD2A Tudor,HP1b binding inh,ERG-DNA inh,12-LOX inh,RGS4 inhibitor,BAZ2B inh,G9a inh,Compound
5.8,10.3%,-18.8%,4.8%[57 µM],7.6%,27.5%,-1.8%,-16.7%,5.2%,COc1cccc(/C=C2\Sc3ccc(C(=O)NCC4CCCO4)cc3N(C)C2=O)c1 (stereo unspecified)
-3.2,14.2%,-31.1%,0.0%,0.4%,-23.9%,19.4%,?,.,CC1(C)CC(=O)c2c(O)cc(OCC(=O)N3CCN(c4ccc(F)cc4)CC3)cc2O1
-0.5,0.0%,?,-11.9%,0.5%,-13.5%,?,-3.4%,-37.5%,N#Cc1c(-n2cccc2C=O)sc2c1CCCC2
0.7,?,-5.0%,20.4%,-20.6%,24.7%,-30.5%,-5.5%,14.0%,Cc1c(Nc2c3ccccc3nc3ccccc23)c(=O)n(-c2ccccc2)n1C
1.8,0.2%,-1.8%,26.2%[57 µM],1.5%,1.7%,-23.5%,7.4%,51.5%[activator],Cn1c(CCNC(=O)c2cc(COc3ccc(F)c(F)c3)on2)nc2ccccc21
1.3,-4.5%,-22.6%,-23.1%,4.8%,-25.7%,-16.7%,-21.6%,-37.6%[59 µM],O=C(CCS(=O)(=O)c1cc(Br)cc2c1N(C(=O)C1CC1)CC2)N1CCN(c2ccc(F)cc2)CC1
5.1,-7.8%,-18.0%,70.3%[activator],3.5%,59.2%[activator],-12.8%,-23.9%[57.1 µM],?,CC(C)C[C@H](NC(=O)N1CCn2c1nc1ccccc12)C(=O)NCc1ccco1
-3.0,-15.2%,-21.4%,9.6%,-7.9%,-18.0%,17.2%,-0.2%,-30.3%,Cc1cc(C)cc(NC(=O)CSc2nc(=O)n(CCCN3CCOCC3)c3c2CCCC3)c1
-3.1,0.4%,-3.6%,34.2%,-9.6%,-0.2%,-16.9%,.,.,CCOC(=O)C1=C(C(=O)OCC)N(Cc2ccccc2)CCC1=O
1.5,-2.2%,-24.1%,3.6%,-2.1%,-1.1%,-6.8%,?,?,COc1ccc(-c2csc(NC(=O)c3ccc(OCC(=O)N4CCOCC4)c(OC)c3)n2)cc1OC
-11.3,3.7%,-3.4%,26.8%,-4.0%,25.6%,12.5%,?,?,CCNC(=O)CSc1ncnc2sccc12
-1.5,?,-19.6%,48.7%[activator],12.1%,169.7%[activator],-13.2%,-1.1%,.,COc1ccc(N=Cc2nc(-c3ccccc3)oc2OC(C)=O)cc1
0.9,-5.3%,-10.9%,38.3%[activator],2.9%,?,-9.0%,-3.3%,-14.7%[59 µM],Cc1ccc(CSCC(=O)N/N=C/c2sccc2C)cc1
0.0,-7.6%,-28.1%,11.4%,27.9%,-2.1%,-12.2%,.,.,Cc1noc(C)c1S(=O)(=O)N(C)C[C@H]1Oc2c(NC(=O)Nc3ccc(C(F)(F)F)cc3)cccc2C(=O)N([C@H](C)CO)C[C@@H]1C
-2.1,30.6%[activator],-11.1%,39.1%[activator],19.2%,-27.3%,-23.8%,-28.3%,50.1µM*,CCc1cc2cc(OC)ccc2nc1SCC(=O)Nc1cc(OC)c(OC)cc1C(=O)O
4.7,-0.9%,-4.1%,86.5%[activator],1.0%,-21.6%,-36.2%,-5.3%,30.4%[activator],Cc1ccc(CNCc2cccnc2)cc1
-0.5,-0.2%,-7.1%,24.2%,3.5%,4.1%,-12.4%,-17.3%,79.4µM*,Cc1ccc(S(=O)(=O)CCc2nnc(NC(=O)CCl)s2)cc1C
3.0,19.9%,1.4%,18.3%,0.5%,9.9%,-9.1%,2.0%,4.4%,CCOc1ccc(-n2nnc3c(=O)n(CC(=O)Nc4cc(C)on4)cnc32)cc1
0.4,4.4%,-16.0%,54.9%[activator],10.0%,5.5%,?,-23.9%,.,CC(=O)c1ccc(NC(=O)c2noc(C)c2[N+](=O)[O-])cc1
-6.5,5.2%,-3.3%,42.8%[activator],-4.3%,-8.5%,-30.6%,2.3%,1.6%[59 µM],CCOc1ccc(NC(=O)c2cc3c(s2)-c2ccccc2OC3)cc1

Further results follow.
PI4K2A block,GLS inhibitor,JMJD2A Tudor,HP1b binding inh,ERG-DNA inh,12-LOX inh,RGS4 inhibitor,BAZ2B inh,G9a inh,Compound
5.7,0.0%,-34.1%,9.8%,-8.1%,-3.3%,18.8%,?,.,O=C(c1ccc(C(F)(F)F)cc1)c1c[nH]c(C(=O)NCCCn2ccnc2)c1
-1.3,1.3%,-32.5%,?,-7.7%,-24.9%,-34.2%,-6.4%,3.55µM*,COc1ccccc1NS(=O)(=O)c1cc(NC(=O)Nc2ccc(Cl)cc2Cl)ccc1N1CCCCC1
-4.7,4.4%,7.7%,28.1%,-6.9%,-13.6%,15.6%,4.9%,-6.5%[59 µM],CCc1nn(Cc2cccc(F)c2)c(=O)c2cc3cc(C)ccc3n12
-0.4,?,56.2µM*,19.1%,1.9%,4.7%,-32.1%,-32.7%,1.12µM*,S=c1[nH]cc(-c2ccccc2)n1-c1cccc(Cl)c1
